Screening data as filed in PubChem.
KDM5B inh: inhibitors of human KDM5B histone demethylase. Q9UGL1. KDM5B demethylase, FDH-coupled NADH fluorescence (FDH is formaldehyde dehydrogenase). Potency, µM (titrated, usually from 57.7 µM), inactives show at the top dose activity change, negative = inhibition, usual class: inhibitors. hit rate 2.6% among 220,000; active = well fitted inhibition curve with a large enough effect; inconclusive = small, poorly fitted or top-dose-only effect; inactive = no such curve, though single readings can be large or run the other way; also: 0% is about no effect; nearly all actives have a fitted effect of over 70% in size
Target sequence (Q9UGL1 whole entry, looked up): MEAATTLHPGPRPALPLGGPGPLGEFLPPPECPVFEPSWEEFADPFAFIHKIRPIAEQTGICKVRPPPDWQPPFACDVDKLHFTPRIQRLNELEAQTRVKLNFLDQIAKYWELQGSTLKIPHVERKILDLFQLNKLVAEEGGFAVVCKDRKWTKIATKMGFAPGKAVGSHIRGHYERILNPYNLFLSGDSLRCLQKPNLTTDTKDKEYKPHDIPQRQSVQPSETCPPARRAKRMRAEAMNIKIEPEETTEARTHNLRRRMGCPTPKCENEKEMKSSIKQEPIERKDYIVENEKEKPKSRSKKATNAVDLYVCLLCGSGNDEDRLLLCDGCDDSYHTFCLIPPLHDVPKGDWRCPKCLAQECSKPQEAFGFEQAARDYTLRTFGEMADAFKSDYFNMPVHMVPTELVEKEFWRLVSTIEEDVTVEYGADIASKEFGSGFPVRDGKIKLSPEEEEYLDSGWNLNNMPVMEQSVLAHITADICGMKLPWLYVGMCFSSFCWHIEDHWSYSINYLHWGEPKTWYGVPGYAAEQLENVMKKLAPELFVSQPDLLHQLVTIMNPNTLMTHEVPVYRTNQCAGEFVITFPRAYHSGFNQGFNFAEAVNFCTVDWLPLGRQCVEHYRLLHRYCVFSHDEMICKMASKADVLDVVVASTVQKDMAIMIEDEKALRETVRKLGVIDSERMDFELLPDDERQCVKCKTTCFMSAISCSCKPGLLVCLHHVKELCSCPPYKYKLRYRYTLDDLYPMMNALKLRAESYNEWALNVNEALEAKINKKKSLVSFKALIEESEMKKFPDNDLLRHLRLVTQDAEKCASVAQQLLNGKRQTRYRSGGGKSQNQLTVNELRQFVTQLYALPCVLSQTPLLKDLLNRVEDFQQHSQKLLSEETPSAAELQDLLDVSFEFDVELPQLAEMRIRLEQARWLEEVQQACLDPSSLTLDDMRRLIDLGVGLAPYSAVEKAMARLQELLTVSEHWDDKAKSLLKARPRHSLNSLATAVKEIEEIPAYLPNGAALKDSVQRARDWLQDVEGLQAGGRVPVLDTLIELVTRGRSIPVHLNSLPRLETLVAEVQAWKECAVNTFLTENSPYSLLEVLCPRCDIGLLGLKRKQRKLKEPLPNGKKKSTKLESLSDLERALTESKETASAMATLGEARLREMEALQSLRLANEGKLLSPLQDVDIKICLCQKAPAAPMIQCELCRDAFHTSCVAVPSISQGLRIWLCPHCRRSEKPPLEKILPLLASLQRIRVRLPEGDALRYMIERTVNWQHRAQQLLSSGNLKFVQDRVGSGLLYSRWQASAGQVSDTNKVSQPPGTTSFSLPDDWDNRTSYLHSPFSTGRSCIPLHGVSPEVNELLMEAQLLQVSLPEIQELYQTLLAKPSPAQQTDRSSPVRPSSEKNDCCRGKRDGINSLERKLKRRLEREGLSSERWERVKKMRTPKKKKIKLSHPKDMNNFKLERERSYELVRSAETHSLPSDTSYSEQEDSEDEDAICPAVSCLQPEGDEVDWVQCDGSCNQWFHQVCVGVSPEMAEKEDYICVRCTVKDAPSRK
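qHTS format, multiple compound concentrations. Buffer 50 mM HEPES pH 7.5/0.01% Tween-20; 200 nM KDM5BΔAP final; 10 min compound preincubation; substrate-mix levels 12.5 µM peptide, 25 µM α-KG, 0.25 mM NAD⁺; 30 min RT; ΔRFU.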
* marks the source's active call; other numbers are inactive results; ? = inconclusive; & = joins results of further samples; [ ] = dose if it differs, or a comment. Potency is read from the fitted curve at half-maximal effect.

KDM5B inh	SMILES
-1%	O=C(CSc1nc(=O)[nH]c2c1CCC2)Nc1cccc(C(F)(F)F)c1
?	Cc1ccc(-c2nn(CC(=O)Nc3cccc(C(F)(F)F)c3)c(=O)c3ccccc23)cc1
?	COc1cccc(C(=O)CN2CCN(S(=O)(=O)c3ccc(Cl)cc3)CC2)c1
?	CC(CNC(=O)c1ccc2c(c1)nc1n2CCCCC1)c1ccccc1 (stereo unspecified)
?	CN1CCc2c(sc3nc(NN)n(Cc4ccccc4)c(=O)c23)C1
32µM*	COc1nccnc1NC1CCN(C(=O)Cc2cccs2)CC1
16%	Cc1cc(N/N=C/c2ccccc2)nc(N)n1
0%&-6%	COc1ccc(N2CCN(C(=O)CNS(=O)(=O)c3ccc(Br)s3)CC2)cc1
-5%	COc1ccc(C(NC(=O)c2nn(C)c(=O)c3ccccc23)C(C)C)cc1 (stereo unspecified)
0%	O=C(Cc1ccc(Cl)cc1)Nc1ccc(CN2CCCCC2)cc1
10%	O=[N+]([O-])c1cccc(-c2nn(-c3ccccc3)cc2CO)c1
-22%	CC(NC(=O)Cc1ccc(N(Cc2cccc(F)c2)C(=O)c2ccco2)cc1)c1ccccc1 (stereo unspecified)
11%	COc1ccc(OC)c(S(=O)(=O)N2CCCC(CO)CCNC(=O)CC2)c1 (stereo unspecified)
-6%	COc1ccc(C)cc1NC(=O)Cn1cccc1-c1nc(-c2ccc3c(c2)OCO3)no1
2%	COc1ccc(NC(=O)c2cc(S(=O)(=O)N3CCCCC3)c[nH]2)cc1Cl
-26%	Cc1ccc(S(=O)(=O)Oc2ccc3c(C)cc(=O)oc3c2)cc1
5%	Cc1ccnc2nc(C(=O)OCC(=O)Nc3ccc(OC(F)F)cc3)nn12
26%	O=C(Cn1cnc2cc([N+](=O)[O-])ccc2c1=O)Nc1ccccc1Cl
-1%	FC(F)(F)c1cccc(-n2c(-c3ccc(Br)cc3)c[n+]3c2CCc2ccccc2-3)c1
-5%	C=CCNC(=O)CCc1c(C)nn(-c2ccc(F)cc2)c1Oc1ccccc1C
-15%	CNc1nc(-c2cc(C)n(-c3c(C)n(C)n(-c4ccccc4)c3=O)c2C)cs1
-22%	CS(=O)(=O)N1C[C@H]2CCN(Cc3ccccc3C(F)(F)F)C[C@H]21
-22%	CCn1c(=O)c2sccc2n2c(CCCC(=O)N3CCN(c4ccc(F)cc4)CC3)nnc12
11%	O=C(c1ccccc1F)N1CCC2(CC1)N(c1ccccc1)C(=O)CS2(=O)=O
0%	C/C(=N/Nc1ccc([N+](=O)[O-])cc1)c1ccncc1
10%	Cc1ccc(-c2nc3c(c(SCC(=O)Nc4ccccc4Cl)n2)Cc2c(CO)cnc(C)c2O3)cc1
-18%	COc1cccc(CN2C[C@@H](CO)[C@H](c3ccccn3)C2)c1
0%	COc1ccc(/C=N/n2c(-c3ccc(C)cc3)n[nH]c2=S)cc1OC
2%[115 µM]	N#Cc1ccc(CN2CCCCC23Cc2ccccc2CNC3=O)cc1 (stereo unspecified)
?	CC(C)(C)C(=O)N1CC[C@@H](CC(=O)O)[C@@H](CCN2CCOCC2)C1
-20%	CCN1Cc2nc(OC)c(CNC(=O)c3cc(C4CC4)[nH]n3)cc2C1=O
-4%	O=C(/C=C/c1ccccc1Cl)Nc1ccccc1C(F)(F)F
0%[86.2 µM]	O=C(Nc1ccc(F)cc1)c1ccc2c(c1)OCCN(CCC(F)(F)F)C2
10%	CCC(=O)N1CCc2cc(Br)cc(S(=O)(=O)N3CCCC(C(=O)Nc4ccc(OC)c(Cl)c4)C3)c21 (stereo unspecified)
21%	Cc1ccccc1NC(=O)N(C)CC1CCOCC1
-6%	CCOC(=O)c1c(S(=O)(=O)N2CCCC(C(=O)Nc3cc(C)ccn3)C2)c(C)n(C)c1C (stereo unspecified)
29%	NS(=O)(=O)c1ccc(N/N=C/C=C/c2ccccc2)c([N+](=O)[O-])c1
?	CCCCN1CCn2c(nc3cc(NC(=O)Cn4nc(C)c5ccccc5c4=O)ccc32)C1
-23%	COC(=O)C1=C(C)N=C2SC=C(CC(=O)NC3CC3)N2C1c1ccc(C)cc1C (stereo unspecified)
-9%	Cc1cccc(NC(=O)C2CCN(S(=O)(=O)c3ccc4c(c3)CCCC(=O)N4)CC2)c1

Part of the list above, as labelled records.
C/C(=N/Nc1ccc([N+](=O)[O-])cc1)c1ccncc1
  KDM5B inh = 0%
CC(C)(C)C(=O)N1CC[C@@H](CC(=O)O)[C@@H](CCN2CCOCC2)C1
  KDM5B inh = ?

In a second layout: entries from further up
smiles	KDM5B inh
CC(CNC(=O)c1ccc2c(c1)nc1n2CCCCC1)c1ccccc1 (stereo unspecified)	?
COC(=O)C1=C(C)N=C2SC=C(CC(=O)NC3CC3)N2C1c1ccc(C)cc1C (stereo unspecified)	-23%
Cc1cc(N/N=C/c2ccccc2)nc(N)n1	16%
O=C(Nc1ccc(F)cc1)c1ccc2c(c1)OCCN(CCC(F)(F)F)C2	0%[86.2 µM]
CCCCN1CCn2c(nc3cc(NC(=O)Cn4nc(C)c5ccccc5c4=O)ccc32)C1	?

3 entries from above, bar-delimited.
smiles | KDM5B inh
Cc1cc(N/N=C/c2ccccc2)nc(N)n1 | 16%
CN1CCc2c(sc3nc(NN)n(Cc4ccccc4)c(=O)c23)C1 | ?
COc1ccc(NC(=O)c2cc(S(=O)(=O)N3CCCCC3)c[nH]2)cc1Cl | 2%

Other entries follow.
KDM5B inh	SMILES
-9%	Cc1ccc(CSc2oc(-c3cccs3)nc2S(=O)(=O)c2ccc(C)cc2)cc1
27%	Cn1cnc(S(=O)(=O)Nc2ccccc2N2CCOCC2)c1
25%	CCn1cc(S(=O)(=O)Nc2nc3ccc(OC)cc3s2)cn1
16%	Cn1nc(C(=O)NCC2CCC2)c2ccccc2c1=O
-10%	Cc1ccc(Oc2c(C(F)(F)F)oc3c(CN4CCC(C)CC4)c(O)ccc3c2=O)cc1
7%	OC12CC3CC(C1)CC(NC/C=C/c1ccccc1)(C3)C2
28%[149 µM]	O=C(O)C1=NOC2CN([S+](=O)([O-])c3ccccc3)CC12 (stereo unspecified)
-3%	N#Cc1ccc(COC(=O)c2ccc(CN3CCCC3=O)cc2)c(F)c1
-11%	COc1ccc(NC(=O)Cn2cnc3c2c(=O)n(C)c(=O)n3C)cc1OC
-8%	Cc1ccc(S(=O)(=O)N2CCn3c(n[nH]c3=O)C2)c(C)c1
2%	CC(C)(C)c1ccc(C(CC(=O)O)NC(=O)Cc2ccc(Cl)cc2)cc1 (stereo unspecified)
-6%	Cc1noc(C)c1[S+](=O)([O-])N1CCCC2(CC(c3cccc(C(F)(F)F)c3)=NO2)C1 (stereo unspecified)
-11%	CCc1ccc(C(C)NC(=O)CSc2nnc(C3CC3)n2CC(N)=O)cc1 (stereo unspecified)
89µM*	O=C(NCC1CC1)c1cc(C2CC2)nc2onc(C3CCCNC3)c12 (stereo unspecified)
-25%	Cc1ccc(C(=O)CSc2ncc3c(n2)-c2ccccc2N(Cc2ccc(Cl)cc2)S3(=O)=O)cc1
?	O=C(Cn1cnc2onc(-c3ccc(F)cc3)c2c1=O)Nc1cccc(C(F)(F)F)c1
4%	O=C(CN1CCN(C2CCCCC2)C(=O)C1=O)Nc1ccc(Cl)cc1
40µM*	COc1ccc(-c2nc(N3CCOCC3)cc3c2CN(Cc2cnn(C)c2)C3=O)cn1
-11%	Cc1ccc(NC(=O)Cn2c(-c3ccccc3)nc(C)c(CCO)c2=O)c(C)c1
?	CC(=O)Oc1c(-c2ccc(NC(=O)c3cccs3)cc2)c(-c2cccc(F)c2)nn1-c1ccccc1
12%	O=C(O)c1ccc(F)c(S(=O)(=O)N2CCCC2)c1
?	Cn1c(=O)n(C)c2cc(SCc3ccco3)c(NC(=O)c3ccc(C(C)(C)C)cc3)cc21
?	Cc1cccc(NC(=O)CN2C(=O)COc3ccc(S(=O)(=O)Nc4ccccc4)cc32)c1C
10%	C=CCn1c(SCCN2CCOCC2)nc2c1c(=O)[nH]c(=O)n2C
-2%	CCCCN(Cc1ccccc1)S(=O)(=O)c1ccc2c(c1)CCN2C(=O)C1CCC1
6%	Cc1cccc(NC(=O)COc2cccc(/C=N/O)c2)c1C
-14%	CC(C)CN1C(=O)c2cccn2CC1CNC(=O)c1ccc(F)cc1 (stereo unspecified)
-24%	O=C(CCc1cn(Cc2ccc(F)cc2)c2ccccc12)NCCc1ccc(Cl)cc1
5%	CCn1c(=N)n(CCOc2ccc(Br)cc2)c2ccccc21
-17%	COc1cccc(-c2cn3c(n2)N(C(=O)Cn2ccnc2C)CCC3)c1
-20%	O=C(c1ccccn1)N1CCN(c2cc(-c3cccs3)[nH]n2)CC1
?	O=C(NC1CCN(c2cc(-c3ccccc3)[nH]n2)C1)c1ccsc1 (stereo unspecified)
-21%	CCCCCCNC(=O)c1cccc2ncccc12
0%[149 µM]	CN(C)C(=O)C1=NOC2CN([S+](C)(=O)[O-])CC12 (stereo unspecified)
-6%	CCOc1ccccc1C(=O)OCC(=O)Nc1cccc(S(=O)(=O)N2CCCC2)c1
-18%	CCN(Cc1nccn1C)C(=O)c1coc(COc2ccc3c(c2)OCO3)n1
-4%	CC1(c2ccccc2)N(Cc2ccccc2F)C(=O)OC12CCN(Cc1ccc(C#N)cc1)CC2 (stereo unspecified)
?	Cc1ccc(S(=O)(=O)N2CCN(CC(=O)NC(C)c3cccs3)CC2)cc1 (stereo unspecified)
-27%	CC(C)c1ccc(CNc2ncc(Br)cn2)cc1
8%	COCC1CN(C(C)=O)CC12CCN(S(=O)(=O)c1ccc(F)c(C)c1)CC2 (stereo unspecified)
17%	O=C(OC1CCCCC1)c1nn(-c2ccccc2)c(=O)c2ccccc12
?	COc1cc(/C=C(/C#N)C(=O)c2ccccc2)ccc1OC(F)F
?	O=C(c1csc2nc(-c3cccc(C(F)(F)F)c3)cn12)N1CCN2CCCC2C1 (stereo unspecified)
?	CC[n+]1c(C)ccc2cc(C)ccc21
15%	CCCCN(Cc1ccccc1)c1ccc(NS(=O)(=O)c2cccc(F)c2)cc1C(=O)O
-17%	O=C(CN1CCCN(Cc2ccccc2F)S1(=O)=O)Nc1ccc(F)c(Cl)c1
25%	CC(=O)N1CC2(Cc3ccccc31)CN(C(=O)c1cccc(Cl)c1)C2
-18%	COc1ccc(OC)c(S(=O)(=O)N2CCCC2c2nncn2Cc2ccncc2)c1 (stereo unspecified)
-23%	O=C(CCc1cc2ccccc2[nH]c1=O)NCCN1CCc2ccccc2C1
2%	O=C(c1ccco1)N1CCN(c2nc3ccc(Cl)cc3s2)CC1
-5%	COc1c(Cl)cc(Cl)cc1/C=C(\C#N)c1nc2ccccc2[nH]1
?	Cc1ccccc1CN1Cc2nc(NCc3cccc(F)c3)ccc2OCC1=O
4%	COc1ccc(CNC(=O)c2nc(-c3nn(-c4ccc(C)cc4)c(=O)n(C)c3=O)no2)cc1
7%	OCc1cccc(Nc2ncnc3c2oc2ccccc23)c1
-9%	O=C(NCCC(=O)N1CCn2nc(C(=O)O)cc2C1)c1ccc(F)cc1
-22%[86.2 µM]	CN1C[C@@H](NC(=O)Nc2cccc(C#N)c2)C[C@H]1c1nc(-c2ccncc2)no1
?	NC(=O)c1cccc(-c2cc(-c3cccnc3)c3cncn3c2)c1
?	COc1ccc(Nc2cnc3ccc(-c4ccc(OC)nc4)nn23)cn1
-5%	CC(C)CCN1C(=O)CC[C@]2(C(=O)N3CCN(CC(C)C)CC3)CCCC[C@@H]12
21%	CC1CCCCC1NC(=O)/C=C/c1cccc(C#N)c1 (stereo unspecified)

Next part:
KDM5B inh	SMILES
-10%	c1cc(CNC2C3CC4CC(C3)CC2C4)cs1 (stereo unspecified)
1%	CCc1nc2c(=O)n(CC(=O)N3CCN(c4cc(C)ccc4C)CC3)nc(C)c2s1
-5%&8%	COc1ccc(-c2noc(CCC(=O)NCC3CCCO3)n2)cc1 (stereo unspecified)
-29%[86.2 µM]	COc1ccc(-c2[nH]nc3ncc(-c4cn[nH]c4)nc23)cc1F
20%	CC(Sc1ncnc2ccccc12)C(=O)Nc1ccc(Cl)cc1Cl (stereo unspecified)
-13%	N#CC(C(=O)C1=Cc2ccccc2OC1)c1nc2ccccc2[nH]1 (stereo unspecified)
19%	Cc1cc(S(=O)(=O)N2CCc3nn(C)c(=O)n3CC2)ccc1Cl
-1%	COc1ccc(/C=C2\N=C(c3ccccc3Br)NC2=O)cc1OC
-17%	CCCN(CCC)C(=O)/C=C/c1csc(C)n1
-20%	O=C1CC2(CCN(C(=O)C3CCc4ccccc43)CC2)CN1Cc1ccccc1 (stereo unspecified)
8%	O[C@H](COc1cccc(C(F)(F)F)c1)CN1CCC(C(O)(c2ccccc2)c2ccccc2)CC1
-13%	O=C(Nc1cc2c(cc1C(=O)c1ccccc1Cl)OCCO2)c1ccc(Br)cc1
8%	CCCNC(=O)C(C)Sc1nc2ccccc2nc1C (stereo unspecified)
-17%	Cc1c(C#N)c(NC(=O)CSc2nnnn2CC2CCCO2)n(C2CCCC2)c1C (stereo unspecified)
-11%	CCN(C1CCOCC1)C1CN(C(=O)c2ccncc2)C1
28µM*	Cc1nn(Cc2ccccc2)c(C)c1[C@@H]1C=C[C@@H](NC(=O)c2ccc(F)c(Cl)c2)C1

A portion of the library; count on the stated rates, not on these rows.
